Screening data as filed in PubChem.
HSP90 refold inh: HSP90 refolding inhibition in rabbit reticulocyte lysate; actives 0.91% (n = 290,000); luciferase refolding luminescence, 3 h; inhibition, % at 5.6 µM;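 active means inhibition above the screen-wide mean plus 3 SD, computed separately per campaign, cut at about 16% in these data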;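 further: 0% = DMSO wells and 100% = 60 µM geldanamycin wells; inhibitors lower the luminescence because luciferase stays unfolded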
HDAC3 inh: inhibitors of human histone deacetylase 3 | recombinant HDAC3, fluorogenic peptide/trypsin coupled, fluorescence | actives 0.15% (n = 320,000) | inhibition, % at 8.3 µM | AID 2718 | O15379; in the data active means inhibition above about 26%, passing the limit was not always enough; inconclusive means no clear call, values can overlap the other calls
Target sequence (O15379 whole entry, looked up): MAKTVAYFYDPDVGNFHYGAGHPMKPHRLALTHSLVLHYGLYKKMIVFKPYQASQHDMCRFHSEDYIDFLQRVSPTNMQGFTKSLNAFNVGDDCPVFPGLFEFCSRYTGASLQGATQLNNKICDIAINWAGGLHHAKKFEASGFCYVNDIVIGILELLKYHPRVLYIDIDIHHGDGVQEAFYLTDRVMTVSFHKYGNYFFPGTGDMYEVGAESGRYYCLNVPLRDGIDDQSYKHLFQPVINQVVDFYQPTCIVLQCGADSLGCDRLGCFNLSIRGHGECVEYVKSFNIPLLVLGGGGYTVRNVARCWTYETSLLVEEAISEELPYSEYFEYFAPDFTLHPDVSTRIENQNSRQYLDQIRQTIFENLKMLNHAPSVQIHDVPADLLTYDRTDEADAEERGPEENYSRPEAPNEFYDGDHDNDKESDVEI
IEC-6 cytotox: IEC-6 cytotoxicity, counter-screen for KLF5 inhibitors; luminescence viability; inhibition, % at 5 µM; AID 1825; actives 0.78% (n = 290,000); in the data active means inhibition above about 22%;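 further: 0% = plate median of test compound wells and 100% = cytotoxic reference compound wells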
Platelet DG rel: platelet dense granule release activity. inhibition, %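 (compounds screened at 7.5 µM in platelet-rich plasma)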. actives 0.22% (n = 300,000). human platelet-rich plasma, SFLLRN dense granule ATP release, luminescence;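 active means mean replicate score, as percent of positive control, at or above 50; inconclusive means mean below 50 but at least one replicate at or above 50; inactive means mean and every replicate below 50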
HSF-1 act: increases HSF-1 driven luciferase reporter signal; NIH3T3-HGL HSF-1 luciferase reporter, MG132, 8 h; 100% = twice DMSO control signal; activation, % at 9 µM; actives 1.7% (n = 300,000);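 active means mean replicate activation of at least 50% with a set share of replicates each reaching 50%; inconclusive means only one of those two conditions met; inactive means mean below 50% and too few replicates reaching it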;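 further: 0% = median of the neutral control wells and 100% = twice that signal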
KLF5 inhibitor: suppresses KLF5 promoter-driven expression; DLD-1 KLF5 promoter-luciferase reporter, luminescence; inhibition, % at 5 µM; actives 0.23% (n = 290,000); AID 1700;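 active means inhibition above a per-plate limit of that plate's mean compound inhibition plus 3 SD, cut at about 60% in these data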;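 further: 0% = DMSO wells and 100% = LY294002 at 200 µM; higher means less KLF5 promoter-driven luciferase light; inactives centre near -14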
AI-2 QS modul: Vibrio harveyi AI-2 quorum sensing modulation; actives 0.4% (n = 300,000); Vibrio harveyi JMH597 AI-2 luminescence/OD600 ratio, 9 h; stronger effect = lower value; strain lacks LuxN and CqsS sensors; 0 = neutral-control median; activity change, % at 7.5 µM; in the data active means activity change below about -75%, passing the limit was not always enough; inconclusive means no clear call, values can overlap the other calls;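 further: luminescence divided by OD600 gain over 9 h not by final OD600 alone; inactives centre near 13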
HSF1 inhib: HSF1 inhibition; NIH3T3-HGL HSE-luciferase, MG132-induced, luminescence 8 h; stronger effect = lower value; activity change, negative = inhibition, % at 7.5 µM (by protocol); actives 0.77% (n = 300,000);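 active means more than half of replicate wells show activity change below -50%, luminescence cut by over half; inconclusive means some wells, but at most half, below -50%; inactive means no replicate well below -50%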;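 further: luciferase reports HSF-1 transcriptional activity via heat shock element; 0% = median of DMSO wells and -100% = zero luminescence signal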
aSyn UTR inh: 5' untranslated region of α-synuclein, MLPCN primary screen. inhibition, % (tested at 7.5 µM). actives 0.82% (n = 300,000). alpha-synuclein 5'UTR reporter, inhibitor activity. AID 1813; in the data active means inhibition above about 60%; inconclusive means no clear call, values can overlap the other calls;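 further: H4 neuroglioblastoma cells stably carrying SNCA 5'UTR luciferase fusion; 0% = DMSO wells and 100% = positive control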
HIF activator: HIF pathway transcriptional activation; activation, % at 7.5 µM (by protocol); actives 0.32% (n = 300,000); U2OS HRE-luciferase reporter, luminescence; normalized: DMSO 0%, desferrioxamine 100%;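 active means mean activation of at least 10% of the iron chelator positive control signal, with at least half of replicates also reaching 10%; inconclusive means mean and replicate majority disagree about reaching 10%; inactive means mean and most replicates under 10%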
Numbers without * were called inactive; u = inconclusive; x = no result given.

SMILES | HSP90 refold inh | HDAC3 inh | IEC-6 cytotox | Platelet DG rel | HSF-1 act | KLF5 inhibitor | AI-2 QS modul | HSF1 inhib | aSyn UTR inh | HIF activator
CCCc1c(O)nc(SC2CC(=O)N(c3cc(OC)ccc3OC)C2=O)[nH]c1=O (centres undefined) | 0.5 | 2.2 | 4.0 | -2.0 | 5.9 | -7.8 | -0.6 | -0.6 | 17.4 | 0.1
O=C(CNC(=O)c1ccc2c(c1)OCCO2)N/N=C/c1ccc([N+](=O)[O-])cc1 | 9.3 | 5.6 | -10.2 | -1.6 | -5.2 | -11.4 | 13.1 | -5.5 | 5.3 | -1.9
C/C(=N\OCC(=O)OCC(=O)NC(=O)c1ccccc1)c1ccc2c(c1)OCO2 | x | 2.2 | x | -6.7 | -12.3 | x | 23.2 | -7.3 | 16.8 | -0.1
Cc1cc(C)n2nc(-c3ccccc3)cc2n1 | -1.4 | 2.2 | 3.6 | 11.1 | 44.6 | -30.6 | -2.0 | 25.9 | -96.8 | 1.3
CC(Oc1ccccc1)c1ccn[nH]1 (centres undefined) | 3.0 | -4.4 | -3.4 | 4.0 | -4.1 | -14.2 | 3.3 | -2.7 | -1.4 | -0.2
O=C(COc1ccc(Cl)cc1)N(Cc1ccccc1)c1ccccn1 | -1.9 | -0.5 | -6.2 | x | 14.9 | 4.3 | 8.1 | 0.7 | 11.2 | -0.6
COc1ccc(OC)c(NC(=O)CN(C)CC(=O)Nc2ccccc2Cl)c1 | 1.9 | -8.3 | -3.0 | 2.1 | -15.8 | -15.9 | 9.7 | -9.1 | 4.7 | 0.5
CC(=O)N1CCN(CC(=O)Nc2cc(S(=O)(=O)N3CCOCC3)ccc2C)CC1 | 0.3 | -2.1 | -1.3 | 24.2 | -7.3 | -7.7 | -1.2 | -8.4 | -21.3 | -0.3
CC1CCCCC1NCC(=O)NCc1ccc(F)cc1 (centres undefined) | 3.7 | -7.2 | 3.2 | 1.4 | 9.9 | -9.5 | 25.7 | -9.6 | 4.0 | -0.2
COc1ccc(OC)c(CNC(=O)C2CCCN(C(=O)N(C)C)C2)c1 (centres undefined) | -1.8 | 1.4 | 3.5 | -1.1 | 1.8 | -22.4 | 29.0 | -1.8 | -14.7 | 0.2
CCn1c(CC(=O)Nc2ccccc2C)nnc1SCC(=O)NC1CCCC1 | 0.3 | -2.4 | 1.0 | -4.6 | -9.6 | 6.3 | -2.3 | -0.8 | -1.5 | 0.0
Cc1cc(C)nc(SC(C)C(=O)N/N=C/c2cccs2)n1 (centres undefined) | -0.8 | 4.0 | -3.7 | 2.1 | 3.2 | -13.7 | 26.3 | -3.7 | 2.0 | -0.1
CC(=O)OC1COC(N2CCc3cc([N+](=O)[O-])ccc32)C(OC(C)=O)C1OC(C)=O (centres undefined) | -1.2 | 2.1 | 0.1 | -6.9 | -7.6 | -40.9 | 15.2 | -5.7 | 2.9 | -0.3
CCN(CC)c1ccc(NC(=O)CC2Oc3ccccc3NC2=O)c(C)c1 (centres undefined) | -3.2 | -0.7 | -15.2 | 3.9 | 42.2 | -21.8 | 2.1 | 19.4 | -9.5 | x
C/C(=N\NC(=O)c1c(C)nc2ccccn12)c1cccc([N+](=O)[O-])c1 | 5.0 | 10.3 | 6.2 | -2.2 | -0.2 | -17.0 | -0.9 | -4.5 | -12.3 | -0.4
CSc1nc(-c2ccccc2)nn1C(=O)c1ccc(C)cc1 | 0.9 | u | 1.5 | 2.2 | 11.5 | -13.0 | 16.8 | 12.6 | -22.0 | 1.5
O=C(CSc1nccn1-c1ccccc1)Nc1ccc2c(c1)OCO2 | -4.1 | 2.0 | 1.2 | 3.3 | 11.0 | -37.4 | 18.4 | 1.7 | -69.4 | 1.0
O=C(COC(=O)c1ccc2c(=O)n3c(nc2c1)CCC3)Nc1ccccc1F | -4.8 | 5.7 | 1.0 | 6.1 | 8.0 | -17.9 | 11.0 | -10.4 | 19.9 | -0.3
N#CC1=C(N)Oc2c(ccc3cccnc23)C1c1cccnc1 (centres undefined) | -0.7 | -6.4 | -13.1 | -0.8 | -12.5 | -22.1 | 16.8 | -4.6 | -0.7 | 0.2
CCCC(C)NC(C)C(=O)NC1CCCC1 (centres undefined) | 0.1 | -2.6 | -0.5 | -2.0 | -0.1 | -32.2 | 12.4 | -4.7 | 3.2 | 0.1
COc1ccccc1Oc1c(C)oc2c(CN(C)C)c(O)ccc2c1=O | 0.8 | -84.0 | -3.3 | -11.9 | 4.4 | -4.5 | 2.3 | -5.4 | -18.1 | -0.1
O=C(CSc1nc2nn(-c3ccccc3)c(=O)c-2c2n1CCCCC2)NCCc1ccccc1 | 0.1 | -1.5 | 4.3 | 5.7 | -8.2 | 3.5 | 31.4 | -6.7 | -4.2 | -0.5
N#CC1=C(N)Oc2cc(N)ccc2C1C1CC=CCC1 (centres undefined) | -0.9 | 0.8 | -1.6 | 3.5 | -3.6 | -14.9 | 40.7 | 1.3 | -11.2 | 2.6
COc1ccccc1C(=O)NNC(=O)c1ccc(Cl)cc1 | 0.7 | -1.8 | 3.6 | -4.1 | x | -21.1 | 22.1 | x | -70.3 | 1.9
Cc1cc(OC(C)C(=O)NCCN2CCOCC2)c2c(C)cc(=O)oc2c1 (centres undefined) | -3.4 | -18.5 | -5.0 | -5.1 | 2.9 | -34.6 | 19.7 | -6.3 | -8.4 | -0.1
CCS(=O)(=O)N1Cc2ccccc2CC1C(=O)NC(C)C12CC3CC(CC(C3)C1)C2 (centres undefined) | 5.4 | 4.7 | 1.3 | 4.9 | 20.4 | -34.4 | 61.4 | -0.9 | 33.6 | -0.1
Nc1cccc(-c2nc3ccc(C(=O)c4ccccc4)cc3[nH]2)c1 | -1.1 | 0.7 | 71.5* | 14.3 | 28.9 | -4.4 | -0.6 | 15.0 | -276.3 | -8.3
COc1ccc(C2(NC(C)=O)CCN(Cc3cccnc3)CC2)cc1 | -2.3 | -9.5 | -0.6 | 2.3 | -4.5 | -15.3 | 18.5 | -6.5 | 1.7 | 0.8
Fc1ccc(-c2nnc(Cc3ccc(Cl)cc3)o2)cc1 | -4.0 | 0.3 | 2.0 | -0.6 | 32.3 | -46.0 | -31.2 | 10.1 | -85.9 | 1.2
O=C(CCNS(=O)(=O)c1ccc(Br)cc1)NCCc1ccc(Cl)cc1 | -1.5 | 1.6 | 1.3 | -8.5 | 18.3 | -13.0 | 13.6 | 13.5 | 24.2 | 0.5
CC1=CCC2(CO)COC(c3ccccc3O)C1C2 (centres undefined) | 0.1 | 3.1 | -0.3 | -2.1 | 0.0 | -16.4 | 22.2 | -2.4 | 11.7 | -2.0
COc1ccc(-c2nc(CN3CCC(C(=O)NC4CCN(Cc5ccccc5)CC4)CC3)c(C)o2)cc1OC | 3.1 | -4.9 | 0.6 | 0.3 | -3.0 | -18.6 | 17.7 | 0.8 | -16.2 | 0.0
COc1ccc(CCN2CC(C(=O)N(C)Cc3c(C)n[nH]c3C)CCC2=O)cc1 (centres undefined) | 1.4 | x | 4.6 | -0.4 | 21.2 | -14.1 | 25.0 | 1.1 | -5.5 | -1.9
Cn1c(=O)[nH]c(=O)c2c1nc(CN1CCN(c3ccccc3F)CC1)n2CCCc1ccccc1 | 3.1 | 1.8 | -2.0 | 3.5 | 12.6 | 5.3 | 19.0 | 14.3 | 43.7 | -0.4
O=C1NC2(CCCCCC2)C(=O)N1Cc1ccccc1F | -2.8 | -9.8 | -6.0 | 7.7 | 33.1 | -35.6 | 17.3 | -0.6 | 6.3 | -9.4
COC(=O)C1=CN(Cc2ccc(F)cc2)C=C(C(=O)OC)C1c1ccc(O)c(OC)c1 | -4.2 | 10.3 | -4.6 | 5.7 | 5.2 | -11.5 | 4.1 | 6.9 | 24.7 | -0.8
O=C(CSCC(=O)Nc1cccc([N+](=O)[O-])c1)Nc1ccccc1 | 0.5 | 2.6 | 1.6 | 4.2 | 20.5 | -38.5 | 19.4 | -3.8 | -3.3 | 0.5
COc1ccc(N2C(=O)CCC(C(=O)N3CCOCC3)C2c2ccc(F)cc2)cc1 (centres undefined) | -0.1 | -9.3 | -3.5 | -1.7 | -2.2 | 11.3 | 27.1 | -2.6 | -3.8 | 1.2
O=C(NC(=S)Nc1ccccc1N1CCCCC1)c1cccs1 | -1.8 | -5.2 | 8.5 | 13.4 | 7.4 | -6.7 | 16.5 | 3.8 | -50.8 | 0.1
S=C(NCCc1ccccc1)N1CCn2cccc2C1c1ccncc1 (centres undefined) | 1.0 | 6.5 | 0.6 | 11.8 | -8.9 | 10.5 | 10.5 | -2.0 | -11.2 | -0.3
C1CCc2c(nc3nnnn3c2NCC2CC2)C1 | -0.4 | 6.2 | 0.4 | 2.0 | 5.7 | -1.5 | 23.6 | 4.6 | 2.1 | 0.0
Cc1ccc(C(=O)COC(=O)c2ccc(O)cc2)cc1 | -3.9 | 4.8 | 4.5 | -10.7 | 122.3* | -89.4 | 4.7 | 58.5 | -182.3 | 1.7
S=C(Nc1ccc(Cc2ccncc2)cc1)Nc1cccc(Cl)c1 | 0.7 | x | -0.3 | 8.6 | -7.0 | -13.3 | -7.5 | -1.9 | 12.9 | 0.7
COc1ccc(CN(C(=O)c2ccc(-c3ccccc3)[nH]2)C(C(=O)NC(C)(C)C)c2ccncc2)cc1 (centres undefined) | -0.3 | -0.4 | -1.2 | 6.9 | 47.9 | -5.2 | 31.1 | 20.2 | -11.2 | -0.7
Cc1c(Cl)cccc1NC(=S)N(Cc1ccco1)C(C)c1ccccn1 (centres undefined) | 3.2 | 1.7 | 2.6 | -3.9 | -26.9 | -11.1 | -6.6 | -21.1 | -3.4 | 0.0
N=c1oc2ccccc2cc1C(=O)Nc1cccc(F)c1 | -6.6 | 0.4 | 4.0 | 3.7 | 45.7 | -153.1 | 23.2 | 6.0 | -121.5 | 2.6
O=S(=O)(/N=C(\c1ccc(Cl)cc1)N1CCOCC1)c1ccccc1 | 5.3 | -6.2 | -6.5 | 5.3 | -2.5 | -7.7 | 13.5 | -1.9 | 28.0 | -0.3
CCOc1ccc(C(=O)Nc2ccc3[nH]ncc3c2)cc1 | 18.3* | 0.6 | -4.6 | 20.8 | 30.1 | 11.2 | 28.8 | 8.7 | -33.8 | -12.0
Clc1ccc(Cn2cc(/C=N/n3cnnc3)c3ccccc32)c(Cl)c1 | -1.0 | u | -6.3 | -6.9 | 21.0 | -11.0 | 35.5 | 7.9 | 23.2 | -0.1
COCc1cccc(NC(=O)CCc2ccccc2)c1 | 2.7 | -4.4 | -1.3 | 15.4 | 28.4 | -7.4 | -64.6 | 3.8 | -99.4 | 0.3
Cc1ccsc1/C=N/n1c(=S)[nH]nc(C)c1=O | -0.8 | x | 9.2 | 0.9 | -0.1 | -10.5 | 11.4 | -5.4 | -11.9 | 0.7

Copied from the list:
In IEC-6 cytotox, Cc1c(Cl)cccc1NC(=S)N(Cc1ccco1)C(C)c1ccccn1 (centres undefined) is entered as 2.6
In HDAC3 inh, COc1ccc(CN(C(=O)c2ccc(-c3ccccc3)[nH]2)C(C(=O)NC(C)(C)C)c2ccncc2)cc1 (centres undefined) is entered as -0.4
